Assay outcomes (PubChem BioAssay)
FXIIa inh – blocks human coagulation factor XIIa activity; P00748; purified human FXIIa, AMC substrate fluorescence, 2 h; inhibition, % at 10 µM; 0.2% of 33,000 active; in the data active = inhibition above about 30%;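 also: 0% = enzyme with vehicle only and 100% = no enzyme blank; many of its hits are not listed in these tables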
Target sequence (P00748 20-372 limits assumed): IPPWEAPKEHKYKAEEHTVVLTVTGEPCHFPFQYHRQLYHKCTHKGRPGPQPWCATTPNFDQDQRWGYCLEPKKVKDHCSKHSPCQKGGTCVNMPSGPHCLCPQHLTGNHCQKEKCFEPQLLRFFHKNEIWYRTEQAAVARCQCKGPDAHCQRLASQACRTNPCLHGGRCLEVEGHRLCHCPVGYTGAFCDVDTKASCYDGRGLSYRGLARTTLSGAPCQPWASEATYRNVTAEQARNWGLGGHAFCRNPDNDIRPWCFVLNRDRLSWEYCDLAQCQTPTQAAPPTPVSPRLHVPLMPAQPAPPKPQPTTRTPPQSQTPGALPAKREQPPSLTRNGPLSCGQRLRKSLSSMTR
Target sequence (P00748 373-615 limits assumed): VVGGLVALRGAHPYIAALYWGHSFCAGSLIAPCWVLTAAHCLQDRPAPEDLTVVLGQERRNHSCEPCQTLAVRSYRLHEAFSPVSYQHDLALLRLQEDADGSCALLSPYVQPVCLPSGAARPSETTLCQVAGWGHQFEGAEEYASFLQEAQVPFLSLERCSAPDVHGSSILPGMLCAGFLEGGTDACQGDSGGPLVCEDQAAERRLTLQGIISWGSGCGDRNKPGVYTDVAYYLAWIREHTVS
FXIa single inh – inhibitors of human coagulation factor XIa | inhibition, % at 10 µM | 0.3% of 33,000 active | purified human FXIa, fluorogenic AMC substrate cleavage;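 active = inhibition above 40% in the primary screen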;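 also: 0% = enzyme without compound and 100% = blank wells lacking enzyme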
Numbers without * were called inactive.

A first look:
No.	Structure	FXIIa inh	FXIa single inh
1	Cc1ccc(/C=[N+](/[O-])C2SC(=S)N(C)C2(C)C)cc1 (stereo not drawn)	5	10
2	O=S(=O)(O/N=C1\CCCc2ccccc21)c1ccccc1	-5	-2
3	CCOC(=O)c1[nH]c2ccc(Br)cc2c1NC(=O)CCN1CCC(C(=O)OCC)CC1	10	2
4	CCOC(=O)c1sc(NC(=O)CSc2nc3c(c(-c4ccc(OC)cc4)c2C#N)CCCC3)c(C#N)c1C	7	3
5	CC1CCC2(CC1)Nc1ccccc1C(=O)N2c1ccccc1 (stereo not drawn)	-1	-7
6	Cc1ccc(C(=O)N/N=C2\SCC(=O)N2c2cc(C)ccc2C)cc1	6	4
7	COc1ccc(CC(NC(C)=O)C(=O)NC2CCN(C(=O)Nc3ccc(Cl)cc3)CC2)cc1OC (stereo not drawn)	3	-6
8	O=C(c1ccccc1)N1CCN(C2C3CC4CC(C3)CC2C4)CC1 (stereo not drawn)	2	14
9	CCOC(=O)C1(P(=O)(c2ccccc2)c2ccccc2)CCC1	10	-2
10	CCC(C)[C@H](NC(=O)NC1CCN(Cc2ccccc2)CC1)C(=O)OC (stereo partly drawn)	4	-3
11	O=C(c1cnn2c(C(F)F)cc(C3CC3)nc12)N1CCCC1	0	6
12	COc1ccc2c(C)c(C(=O)O)oc2c1	4	11
13	Cn1c(=O)c2c(nc(SCCN3CCOCC3)n2Cc2cccc3ccccc23)n(C)c1=O	4	4
14	Nc1c(C(=O)C2CC2)sc2nc(-c3cccs3)cc(C(F)(F)F)c12	4	-2
15	O=C(COc1ccccc1)N1CCN=C1c1ccccc1	2	3
16	CC(=O)Nc1ccc(S(=O)(=O)c2ccc(N)cc2)cc1N	2	1
17	O=c1c(O)c(-c2ccc(O)cc2O)oc2cc(O)cc(O)c12	11	8

This part in full, repeating the preview:
No.	Structure	FXIIa inh	FXIa single inh
1	Cc1ccc(/C=[N+](/[O-])C2SC(=S)N(C)C2(C)C)cc1 (stereo not drawn)	5	10
2	O=S(=O)(O/N=C1\CCCc2ccccc21)c1ccccc1	-5	-2
3	CCOC(=O)c1[nH]c2ccc(Br)cc2c1NC(=O)CCN1CCC(C(=O)OCC)CC1	10	2
4	CCOC(=O)c1sc(NC(=O)CSc2nc3c(c(-c4ccc(OC)cc4)c2C#N)CCCC3)c(C#N)c1C	7	3
5	CC1CCC2(CC1)Nc1ccccc1C(=O)N2c1ccccc1 (stereo not drawn)	-1	-7
6	Cc1ccc(C(=O)N/N=C2\SCC(=O)N2c2cc(C)ccc2C)cc1	6	4
7	COc1ccc(CC(NC(C)=O)C(=O)NC2CCN(C(=O)Nc3ccc(Cl)cc3)CC2)cc1OC (stereo not drawn)	3	-6
8	O=C(c1ccccc1)N1CCN(C2C3CC4CC(C3)CC2C4)CC1 (stereo not drawn)	2	14
9	CCOC(=O)C1(P(=O)(c2ccccc2)c2ccccc2)CCC1	10	-2
10	CCC(C)[C@H](NC(=O)NC1CCN(Cc2ccccc2)CC1)C(=O)OC (stereo partly drawn)	4	-3
11	O=C(c1cnn2c(C(F)F)cc(C3CC3)nc12)N1CCCC1	0	6
12	COc1ccc2c(C)c(C(=O)O)oc2c1	4	11
13	Cn1c(=O)c2c(nc(SCCN3CCOCC3)n2Cc2cccc3ccccc23)n(C)c1=O	4	4
14	Nc1c(C(=O)C2CC2)sc2nc(-c3cccs3)cc(C(F)(F)F)c12	4	-2
15	O=C(COc1ccccc1)N1CCN=C1c1ccccc1	2	3
16	CC(=O)Nc1ccc(S(=O)(=O)c2ccc(N)cc2)cc1N	2	1
17	O=c1c(O)c(-c2ccc(O)cc2O)oc2cc(O)cc(O)c12	11	8
18	CN1CCCCc2c1[nH]c1ccccc1c2=O	3	1
19	CC(C)(C)OC(=O)NCCc1nnc(SCc2ccc(Cl)cc2Cl)o1	0	-6
20	COC(=O)Cc1c(C)nc2nc(-c3ccc(Cl)cc3)[nH]n2c1=O	6	7
21	CNC(=O)C1CCN(C(=O)c2ccc(-c3ccccc3)cc2)CC1	3	6
22	CCC(C)C(=O)Nc1ncc2c(n1)CC(c1cccs1)CC2=O (stereo not drawn)	8	9
23	Cc1cc(Cn2ccnc2)c(C)cc1Cn1ccnc1	7	5
24	O=C1C2CC=C(Cl)CC2C(=O)N1CN(Cc1ccco1)CN1C(=O)C2CC=C(Cl)CC2C1=O (stereo not drawn)	10	-4
25	Cc1cc(SCc2cc(=O)[nH]c3ccccc23)nc2ccccc12	-12	-12
26	CCOC(=O)c1ccc(NC(=O)COc2cc(=O)n(CC)c3ccccc23)cc1	9	3
27	COc1cc(NS(=O)(=O)c2ccc(Cl)cc2)c(C(=O)O)cc1OC	-1	0
28	Cc1cc(C)n(CCc2nc3c4ccccc4n(CC#N)c(=O)n3n2)n1	5	-2
29	O=C(CN1CCC(O)(c2ccc(F)cc2)CC1)NCc1ccc(F)cc1	-8	0
30	Cc1cc2c(cc1C)N(CC(=O)N1CCCC1)C(=O)CC(c1ccccc1)=N2	4	5
31	CCOC(=O)C1=C(Cn2cnc3ccccc32)NC(=O)NC1c1ccc(Cl)cc1 (stereo not drawn)	5	1
32	CCn1nnc(-c2ccccc2NS(=O)(=O)c2ccc(S(=O)(=O)N(C)C3CCCCC3)cc2)n1	8	1
33	c1coc(-c2nc3nc4ccccc4n3nc2-c2ccco2)c1	2	5
34	C/C=C/c1ccccc1OCc1ccc(C(=O)OC)o1	3	4
35	COc1ccc(C(=O)CSc2cc(C)nc(SCC(=O)c3ccc(C)cc3)n2)cc1	8	-5
36	Cc1ccc2nc(NC(=O)c3ccc(Cn4cc(Cl)cn4)o3)sc2c1	5	-4
37	CCOC(=O)Cc1cc(=O)n2[nH]c(-c3ccccc3)cc2n1	6	4
38	C=CCNc1nc(Nc2ccc(OC)cc2)nc(OC)n1	8	5
39	O=C(CCCOc1ccccc1)N1CCN(S(=O)(=O)c2cccs2)CC1	5	-2
40	O=C(COC(=O)c1ccc2c(c1)OCCO2)Nc1cc(Cl)ccc1Cl	-11	18
41	Cc1ccc(F)cc1NC(=O)Cc1nn(C)c(=O)c2ccccc12	7	4
42	CCc1ccc2[nH]c(=O)c(C(c3nnnn3Cc3ccco3)N3CCC(C)CC3)cc2c1 (stereo not drawn)	4	-5
43	COc1cccc(CNCCNC(=O)c2nonc2N)c1	5	-13
44	N#CCCN(Cc1cccnc1)C(=O)Nc1ccccc1	10	-9
45	NC(Cc1ccc2nsnc2c1)C(=O)O (stereo not drawn)	3	-3
46	COc1ccc(C(=O)NCc2nnc(SCC(=O)Nc3cccc(C(F)(F)F)c3)o2)cc1OC	7	3
47	CC1CCN(CCNC(=O)C2CCCN(S(=O)(=O)c3cccc4nonc34)C2)CC1 (stereo not drawn)	-12	0
48	Cc1ccc(-c2nc(N/N=C/c3cccnc3)c3ccccc3n2)cc1	5	-3
49	Cc1c(O)ccc(C(=O)COc2ccc(F)cc2)c1O	-2	-4
50	O=C(Nc1sc2c(c1C(=O)O)CCC2)c1ccccc1	2	-4
51	COc1ccc(CNc2oc(COc3ccccc3)nc2C#N)cc1	3	1
52	CC1CN/C(=C\C(=O)c2ccccc2)C(=O)N1 (stereo not drawn)	9	0
53	CC1CC(N(C(=O)c2ccc(Cl)cc2)c2ccccc2)c2ccccc2N1C(=O)c1ccco1 (stereo not drawn)	8	-14
54	Cc1ccc2c(c1)C1CCCC3C1N2CC(=O)N3Cc1ccccc1 (stereo not drawn)	0	2
55	O=C(Nc1cccnc1Cl)c1cccnc1Cl	-8	14
56	COc1ccc(OCCn2cc(/C(N)=N/O)c3ccccc32)cc1	8	5
57	COc1ccc(-n2nc3ccc(NS(C)(=O)=O)cc3n2)cc1Cl	-9	2
58	CC1(C)C2CCC1(C)C(OC(=O)CCn1ccnc1)C2 (stereo not drawn)	4	-2
59	O=C1C2=C(c3ccccc31)[N+](=O)C1CCCCC1N2[O-] (stereo not drawn)	5	-1
60	COc1ccc(NC(=O)Cn2nnc(C(=O)NCCc3ccc(OC)c(OC)c3)c2N)cc1	3	2

Next part
No.	Structure	FXIIa inh	FXIa single inh
61	COc1ccc(N2CC(C)Cn3c2nc2c3c(=O)n(CCc3ccccc3)c(=O)n2C)cc1 (stereo not drawn)	7	1
62	Cc1nn(-c2ccccc2)c2c1C(c1ccc(O)c(O)c1)N1C(=N2)C(Nc2ccccc2)=Nc2ccccc21 (stereo not drawn)	5	-1
63	O=C(OC1CCOC1=O)c1cncc(Br)c1 (stereo not drawn)	4	-2
64	Cc1ccc(S(=O)(=O)N2CCOCC2)cc1NC(=O)COC(=O)CCC(=O)c1cccs1	-15	28
65	CCOC(=O)/C(=N/Nc1ccccc1)c1csc(Nc2ccccc2)n1	16	-1
66	CCO/C(=C/c1sc2ccc(OC)cc2[n+]1CCCS(=O)(=O)[O-])CC	11	3
67	Cc1ccc(Nc2nc(C(=O)NCCCN3CCOCC3)cs2)cc1	1	-5
68	Cc1ccc(C)n1NC(=O)c1ccc(Cl)cc1Cl	9	-2
69	CCOc1cc2[nH]c(=S)n(CCCN(CC)CC)c(=O)c2cc1OCC	7	4
70	Cc1cc(C)n(CC(=O)N/N=C/c2ccc(C)o2)n1	2	-5
71	COc1ccc(C(=O)NC2(C(F)(F)F)C(=O)N(Cc3ccco3)C3=C2C(=O)CC(C)(C)C3)cc1OC (stereo not drawn)	4	0
72	CCOc1ccc(Cl)cc1S(=O)(=O)NCc1cccnc1	12	3
73	CCOC(=O)c1sc(C)c2c1NC(C)(c1cccc3ccccc13)NC2=O (stereo not drawn)	12	1
74	CC1(C)C(c2ccco2)=[N+]([O-])C2(CCCCC2=O)N1O (stereo not drawn)	8	-1
75	CCOC(=O)N1CCN(C(=O)c2ccc(N(Cc3ccc(C)cc3)S(C)(=O)=O)cc2)CC1	7	1
76	CN(C)c1cccc(C(=O)Nc2ccc3nc4n(c(=O)c3c2)CCCCC4)c1	10	5
77	CSc1nc(N2CCOCC2)c2c3c(sc2n1)CCCC3	-3	-3
78	CCN(C(=O)C1CCN(S(=O)(=O)c2cccc3nonc23)CC1)c1ccccc1	5	4
79	O=S(=O)(NCc1ccccc1Br)c1cccs1	5	-2
80	CCC(C)NC(=O)CO/N=C/c1ccc(C(=O)OC)cc1 (stereo not drawn)	10	-1
81	CC1=NN(c2ccccc2)C(=O)C1(C)C	5	3
82	CC(C)NS(=O)(=O)c1ccc(N2C(=O)c3ccccc3C2=O)cc1	3	-1
83	COc1ccc(/C=C/c2c([N+](=O)[O-])c(=O)n(C)c(=O)n2C)cc1O	8	-1
84	O=C(CSc1nccn1-c1ccccc1)Nc1ccc2c(c1)OCO2	1	3
85	CC1=C(C(=O)OCC2CCCO2)C(c2ccccc2Cl)NC(=O)N1 (stereo not drawn)	3	-2
86	CCOC(=O)c1c(C)[nH]c(C)c1C(=O)COC(=O)c1ccc(Cl)c(S(N)(=O)=O)c1	10	-1
87	Cc1nn2c(-c3ccccc3)nnc2c2ccccc12	3	-5
88	CC(C)(C)N1NC(=O)Nc2ccccc2C1=O	4	25
89	CCn1c(=S)[nH]c2nc3c(cc2c1=O)CCCC3	8	11
90	CCCOc1cc(C)nc(-c2ccccc2O)n1	4	8
91	CCCC(=O)N1c2ccccc2C(=C2SC(C(=O)OC)=C(C(=O)OC)S2)C(=S)C1(C)C	-10	1
92	O=C(O)c1cc(-c2cccnc2)nn1-c1ccccn1	4	3
93	COC(=O)c1sc(NC(=O)CSc2nnnn2-c2cccc(OC)c2)nc1C	8	1
94	Cn1cnnc1SCC(=O)NCCC(c1ccccc1)c1ccccc1	6	-13
95	CCOc1ccc2[nH]c(S(=O)(=O)CC)nc2c1Cl	-15	-3
96	O=c1ccc(Oc2nc(N3CCOCC3)nc(N3CCOCC3)n2)n[nH]1	3	-4
97	O=C(NCc1ccccc1)c1ccc(-c2ccc(F)cc2)o1	2	-6
98	COc1cc(C(=O)Nc2nc3ccc4nc(C)sc4c3s2)cc(OC)c1OC	0	1
99	CCN(CC)CCn1c2ccc(F)cc2c2nc(C)sc21	-3	-9
100	COc1ccc(NC(=O)N2CCn3c2nc2ccccc23)cc1	5	-4
101	Cc1c(C(=O)O)c(=S)sn1CCOc1ccccc1	4	-1
102	CC1Cc2cc(-c3csc(NC(=O)Cc4ccccc4)n3)ccc2N1S(C)(=O)=O (stereo not drawn)	5	4
103	Cc1nnc(NC(=O)c2ccc3c(c2)C(=O)N(CCC(C)C)C3=O)s1	-16	16
104	CC1(C)Cc2c(sc3nc4n(c(=N)c23)CCCCC4)CO1	9	2
105	CCOC(=O)C(NCc1ccccn1)(NC(=O)c1cccnc1)C(F)(F)F (stereo not drawn)	-10	6
106	CCOC(=O)c1c(NC(=O)c2c(Br)cnn2CC)sc(C)c1C	5	0
107	CCc1ccc(NC(=O)CSc2nnc(COc3ccc4c(c3)CCCC4)o2)cc1	3	-3
108	CCCNC(=O)CN(Cc1ccccc1F)S(=O)(=O)c1ccc(C)cc1	17	-4
109	COc1ccccc1NC(=O)CSc1nnc(COc2ccc(Cl)cc2)n1Cc1ccco1	4	-2
110	FC(F)(F)c1cc(-c2ccco2)nc(NCCc2ccccc2)n1	4	7
111	CCOCCCNC(=O)c1c(N)n(-c2ccc(S(N)(=O)=O)cc2)c2nc3ccccc3nc12	-20	-14
112	CC(C)Cc1cc(C(=O)Nc2sc3c(c2C#N)CCC3)no1	10	4
113	CCCC(=O)Nc1ccccc1NC(=O)c1cc(OC)c(OC)c(OC)c1	3	3
114	CC1(C)CC(NC(=O)c2ccccc2Cl)CC(C)(C)N1	2	2
115	CC(C)c1nccn1CCC(=O)O	12	-4
116	Cc1nnc2sc(-c3ccc(-c4ccc(Cl)c(C(F)(F)F)c4)o3)nn12	-5	1
117	O=C(OCC#CCSc1nnc(-c2ccccc2)o1)c1cccs1	9	0
118	O=C(NC1CCCCC1)N1CCCCCC1	4	2
119	CC1Cc2ccccc2N1C(=O)CSc1nnnn1C1CCCC1 (stereo not drawn)	6	-14
120	CCN(CC)S(=O)(=O)c1cc(C(=O)NC2=NCCS2)ccc1Cl	4	-4

A portion of the results above, as a working copy:
No.	Structure	FXIIa inh	FXIa single inh
119	CC1Cc2ccccc2N1C(=O)CSc1nnnn1C1CCCC1 (stereo not drawn)	6	-14
120	CCN(CC)S(=O)(=O)c1cc(C(=O)NC2=NCCS2)ccc1Cl	4	-4

These rows are one share of the data; the hit share may differ from the screen's.
